CHT PAM – human CHT allosteric activation. B-score at 10 µM. Q9GZV3. 310,000 compounds, 0.49% hits. CHT-expressing cells, membrane potential dye, choline EC20; hits give high values; LV-AA mutant CHT in HEK293 cells. AID 488977;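 active means initial fluorescence not abnormally high and integrated response B-score, plate-corrected, over 3 SD above library mean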
Target sequence (Q9GZV3 whole entry, looked up): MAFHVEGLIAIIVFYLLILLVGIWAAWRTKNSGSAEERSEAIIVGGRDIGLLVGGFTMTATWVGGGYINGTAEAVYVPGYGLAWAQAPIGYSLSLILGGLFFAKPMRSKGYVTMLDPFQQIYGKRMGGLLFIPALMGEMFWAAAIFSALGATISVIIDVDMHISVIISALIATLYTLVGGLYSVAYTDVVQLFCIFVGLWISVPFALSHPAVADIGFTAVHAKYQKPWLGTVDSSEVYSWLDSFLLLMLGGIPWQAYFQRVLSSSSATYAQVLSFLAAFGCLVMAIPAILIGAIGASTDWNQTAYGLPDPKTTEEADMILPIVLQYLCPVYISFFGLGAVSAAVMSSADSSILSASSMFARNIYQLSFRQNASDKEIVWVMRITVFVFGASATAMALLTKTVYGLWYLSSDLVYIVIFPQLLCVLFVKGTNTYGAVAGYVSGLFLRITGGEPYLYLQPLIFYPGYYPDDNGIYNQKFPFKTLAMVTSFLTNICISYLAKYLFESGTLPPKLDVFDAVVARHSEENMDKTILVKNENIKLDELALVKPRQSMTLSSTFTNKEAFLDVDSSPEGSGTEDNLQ
CHT inh – inhibitors of human choline transporter CHT; Q9GZV3; CHT-expressing cells, membrane potential dye, choline response; hits give low values; B-score at 10 µM; 310,000 compounds, 0.86% hits;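 active means B-score over 3 SD under the library average, and starting fluorescence ratio not unusually high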;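 further: choline stimulus applied at its EC90 after an EC20 pre-addition; B-score computed on integrated fluorescence ratio after choline addition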
Active calls of the source: *; i = inactive.

SMILES	CHT PAM	CHT inh
COc1cccc(/C(O)=C2/C(=O)C(=O)N(Cc3cccnc3)C2c2ccco2)c1 (centres undefined)	i	i
CCOc1cc(S(=O)(=O)NCc2ccc(OC)cc2)c(OCC)cc1-n1cnnn1	i	i
CCn1c(SCC(=O)O)nnc1-c1cccnc1	i	i
CC1=NN2C(=N)/C(=C\c3cc(C)n(-c4ccccc4)c3C)C(=O)N=C2S1	i	i
CC(C)(C)c1ccc(OCC(=O)NNC(=O)CCc2ccccc2)cc1	i	i
CC(NC(=O)Nc1nccs1)(C(F)(F)F)C(F)(F)F	i	i
CCN(c1ccc(OC)cc1)S(=O)(=O)c1ccc2c(c1)NC(=O)CS2	i	i
CCc1nnc(SCC(=O)N2CCc3ccccc32)n1CC	i	i
COc1cccc(CNC(=O)C2CCN(S(=O)(=O)N3CC(C)CC(C)C3)CC2)c1 (centres undefined)	i	i
CCOC(=O)CSc1nnc(NC(=O)NC(C)C)s1	i	i
O=C(O)CC(CC(=O)N1CCOCC1)c1ccccc1 (centres undefined)	i	i
Cc1occc1-c1n[nH]c(=S)n1C	i	i
CN(CC(=O)Nc1cccc(F)c1)C(=O)CCNC(=O)c1ccco1	i	i
CC(C)n1c(SCC(=O)Nc2ccccc2)nc2c1c(=O)[nH]c(=O)n2C	i	i
O=C1CN(C(=O)c2cnccn2)c2ccccc2N1	i	i
COc1ccc(Cl)cc1NC(=O)COc1ccc(S(=O)(=O)N2CCOCC2)cc1C	i	i
CC1CC(C)CN(CCCNC(=O)C2CCCN(S(=O)(=O)N3CC(C)CC(C)C3)C2)C1 (centres undefined)	i	i
Cc1ccccc1Cn1c(=N)n(CC(=O)c2ccco2)c2ccccc21	i	i
CCCS(=O)(=O)c1c(S(=O)(=O)CCC)c2c(C(N)=O)cccn2c1C(=O)c1ccc(F)cc1	i	i
COC(=O)C(NC(=O)c1ccccc1)(Nc1cc(C)cc(C)n1)C(F)(F)F (centres undefined)	i	i

Reprinted from the part before: three compounds, then new ones.
SMILES	CHT PAM	CHT inh
Cc1ccccc1Cn1c(=N)n(CC(=O)c2ccco2)c2ccccc21	i	i
CCCS(=O)(=O)c1c(S(=O)(=O)CCC)c2c(C(N)=O)cccn2c1C(=O)c1ccc(F)cc1	i	i
COC(=O)C(NC(=O)c1ccccc1)(Nc1cc(C)cc(C)n1)C(F)(F)F (centres undefined)	i	i
O=C(/C=C/c1ccco1)Nc1cccc(C(=O)Nc2ccccc2C(=O)O)c1	i	i
Cc1ccc(S(=O)(=O)c2nc(Nc3ccccc3C#N)sc2Cl)cc1	i	i
COc1cc(/C=C/C(=O)OCC(=O)NCCc2ccccc2)ccc1OC(F)F	i	i
COc1ccc([N+](=O)[O-])cc1N(CC(=O)Nc1ccccc1C(=O)NC(C)C)S(C)(=O)=O	i	i
CC(C)c1ccccc1NC(=O)COC(=O)Cc1c[nH]c2ccccc12	i	i
Cc1ccccc1N/N=C1\CCCNC1=O	i	i
CCCNC(=O)NCCc1ccncc1	i	i
Cn1nc(Oc2ncc(C(F)(F)F)cc2Cl)cc1C(F)(F)F	i	i
CC(C)c1ccc(N(CC(=O)NC2CCCC2)C(=O)CCC(=O)Nc2ccccn2)cc1	i	i
O=C(c1ccc(Br)o1)N1CCN(CCOc2ccccc2)CC1	i	i
CCN(CC(=O)NCc1cccs1)C(=O)c1cccc(S(=O)(=O)NCc2ccccc2)c1	i	i
CC(C(=O)OCC(=O)Nc1ncc(Cl)cc1Cl)N1C(=O)c2ccccc2C1=O (centres undefined)	i	i
Cc1cccc(COCC(CC(C)C)N2CCN(C(=O)c3ccc(C(C)(C)C)cc3)CCC2=O)c1 (centres undefined)	i	i
O=[N+]([O-])c1cc(C2Nc3cccc4cccc(c34)N2)ccc1Cl	i	i
CN(C)c1cccc(C(=O)NCc2ccc3c(c2)OCO3)c1	i	i
O=C(Nc1cccc(C(F)(F)F)c1)C1CCN(S(=O)(=O)c2cccnc2)CC1	i	-5.4*
C=CCNC(=S)Nc1sc2c(c1C(N)=O)CCCC2	i	i
C=CCNS(=O)(=O)c1ccc(OC)c(C)c1	i	i
O=C(/C=C/c1ccc(N2CCCCC2)c([N+](=O)[O-])c1)c1ccc(O)cc1	i	i
Cc1cccc(Oc2ccc(NC(=O)C3CC=CCC3C(=O)O)cc2)c1 (centres undefined)	i	i
Cc1cc(C)c(C(=O)C(C)OC(=O)c2ccc(Cl)nc2)cc1C (centres undefined)	i	i
CCSc1nc(=S)n(-c2ccccc2)c(C)c1C(C)=O	i	i
Cc1ccc(Cl)cc1NC(=O)c1ccccc1OCC(=O)N1CCOCC1	i	i
Cc1ccc(-c2c(C(=O)N/N=C/c3cccs3)nnn2-c2nonc2N)cc1	i	i
COC(=O)C(Cc1ccccc1)NC(=O)CNC(=O)c1ccc(Br)cc1 (centres undefined)	i	i
C=C1CCN([C@@H](Cc2ccccc2)C(=O)NCCC(C)C)S(=O)(=O)c2ccccc21	i	i
O=C(N/N=C\c1cccc(Cl)c1)c1ccc(Cn2cc(Br)c([N+](=O)[O-])n2)o1	i	i
CCn1c2ccccc2c2nnc(SCC(=O)N3CC(C)OC(C)C3)nc21 (centres undefined)	i	i
COCCN(C(=O)Cn1nnc2ccccc21)C(C(=O)NC1CCCC1)c1cccc(OC)c1OC (centres undefined)	i	i
CCOC(=O)c1ccccc1NC(=O)COC(=O)c1ccc(C)c(S(=O)(=O)N2CCOCC2)c1	i	i
CC(Cc1ccccc1)N/C=C1/CC(=O)NC1=O (centres undefined)	i	i
Cc1ccccc1CNC(=O)CCC(=O)N1Cc2ccccc2Oc2ncccc21	i	i
O=C(c1ccncc1)N(Cc1ccccc1)Cc1nc2ccccc2c(=O)[nH]1	i	i
Cc1cc(C)cc(C(=O)Nc2ccc3[nH]c(=O)[nH]c3c2)c1	i	i
O=C(NCC1CCCO1)c1cc2c([nH]c3ccccc32)c(-c2ccc(F)cc2)n1 (centres undefined)	i	i
Cc1ccccc1N1CCN(Cc2cccc(C(=O)O)c2)CC1	i	i
O=C(CN1CCc2cc3c(cc2C1)OCCCO3)Nc1ccccc1	i	i
COc1ccc(Oc2nc3c(c(=O)n(C)c(=O)n3C)n2Cc2cccc(OC)c2)cc1	i	i
Cc1ccc(S(=O)(=O)N2CCOC2CNC(=O)C(=O)NCc2ccccn2)cc1 (centres undefined)	i	i
O=C(C1CCC(CNS(=O)(=O)c2cccc3nsnc23)CC1)N1CCN(c2ccccn2)CC1 (centres undefined)	i	i

Compound profiles, from the list above. Order of screens: CHT PAM | CHT inh
`CC(Cc1ccccc1)N/C=C1/CC(=O)NC1=O` (centres undefined) reads i | i
`O=C(CN1CCc2cc3c(cc2C1)OCCCO3)Nc1ccccc1` reads i | i

The list continues.
SMILES	CHT PAM	CHT inh
CCCOn1c(OCC(C)C)nc2ccccc2c1=O	i	i
CCN(CC(=O)NCc1ccc(Cl)cc1)C(=O)Cc1ccc(OC)cc1	i	i
COc1cccc(-c2ocnc2C(=O)Nc2ccc(N3CCOCC3)cc2N2CCOCC2)c1	i	i
CC(C)(CC(=O)O)CC(=O)NNc1ncccc1C#N	i	i
CC(OC(=O)c1ccc2noc(-c3ccccc3)c2c1)C(N)=O (centres undefined)	i	i
Cn1c(/C(C#N)=C(\O)c2ccc(S(=O)(=O)N3CCCCC3)cc2)nc2ccccc21	i	i
O=C(N/N=C/c1c[nH]c2ccc(Br)cc12)c1ccn(Cc2ccc(Cl)cc2Cl)n1	i	i
COc1cc(C2SCC(=O)N2CCCN(C)C)cc(OC)c1OC (centres undefined)	i	i
c1ccc([C@H]2CN3CCSC3=N2)cc1	i	i
COc1ccccc1OCC(=O)NCC1CCCCC1	i	i
Cc1cccc(NC(=O)/C(C#N)=C/c2ccc(Cl)cc2)n1	i	i
O=C(Cn1nc(C(=O)O)c2ccccc2c1=O)Nc1ccccc1C(F)(F)F	i	i
COc1cc(S(=O)(=O)NCc2ccccn2)c(OC)cc1Cl	i	i
CCCc1cc(=O)oc2cc(OCC(=O)Nc3ccc4c(c3)OCCO4)ccc12	i	i
CCC(C)NC(=O)COc1ccc(S(=O)(=O)N2CCOCC2)cc1 (centres undefined)	i	i
CCN1CCCC1CNCc1cccc(OC)c1OCc1ccccc1F (centres undefined)	i	i
O=C(N/N=C/c1ccc[nH]1)c1cccnc1	i	i
CCN1c2ccc(S(=O)(=O)N3CCOCC3)cc2N(Cc2ccc(OC)cc2)C1C (centres undefined)	i	i
COc1cccc(OC)c1C(=O)NNC(=O)c1cccc(COc2ccc3c(c2)CCC3)c1	i	i
CN1CCCC(OC(=O)c2cc(Br)ccc2Cl)C1 (centres undefined)	i	i
Cc1ccc(C)n1-c1cccc(NC(=O)c2ccccc2)c1	i	i
CN(CC(=O)NCCN1CCCCCC1)S(=O)(=O)c1cccc2nsnc12	i	i
N=C(N)c1ccc(O)cc1	i	i
COc1ccccc1/C=N/NC(=O)CNC(=O)c1ccc(S(=O)(=O)N(C)C)cc1	i	i
Cc1nc2ccccn2c1P(=O)(N1CCCCC1)N1CCCCC1	i	i
COc1ccc(CCc2nnc(N)s2)cc1OC	i	i
Cc1ccc(Nc2c([N+](=O)[O-])c(=O)oc3ccccc23)cc1C	i	i
Cc1[nH]c2ccccc2c1C(=O)C(=O)N1CCN(C(=O)c2ccco2)CC1	i	i
COc1ccc(CNC(=O)CCC(=O)c2ccc(C)cc2)cc1OC	i	i
Cn1c(C(=O)O)c(S(=O)(=O)c2ccc(Cl)cc2)c2ccccc21	i	i
O=C(N/N=C/c1cccnc1)c1ccc(NC(=O)c2ccc(Cl)cc2)cc1	i	i
CCN(c1ccccc1)S(=O)(=O)c1ccc(Oc2ccc([N+](=O)[O-])cc2)nc1	i	i
Cc1oc(/N=C/c2ccc(Cl)cc2)c(C#N)c1C	i	i
Cc1ccc(CNC(=O)[C@H](C)[C@H]2C[C@]2(C)[C@H](NC(=O)OCc2ccccc2)c2ccccc2)o1	i	i
O=C(CSc1n[nH]c(-c2ccccn2)n1)Nc1cccc(Cl)c1	i	i
CN1CCN(C(=O)CSc2ccc(C(F)(F)F)cc2[N+](=O)[O-])CC1	i	i
CCC(=O)c1ccc(OCC(=O)Nc2ccc(N3CCOCC3)cc2N2CCOCC2)cc1	i	i
C/C(=N\NC(=O)c1cccnc1)c1ccccc1	i	i
C/C=C(\C)C(=O)NCCN1C2=NC[C@@H](Cc3ccccc3)N2C[C@H]1Cc1ccc(O)cc1	i	i
O=C(NCCN1C(=O)S/C(=C\c2ccccc2Cl)C1=O)C1=COCCO1	i	i
O=S1(=O)N=C2CCCCCN2C(c2ccc(Br)cc2)N1 (centres undefined)	i	i
Cc1ccc(NC(=O)CN(C)C(=O)c2cccc(Br)c2)cc1	i	i
CCc1ccc(C2CC(c3ccc(Cl)cc3)n3nc(N)nc3N2)cc1 (centres undefined)	i	i
CSCCC(NC(N)=O)C(=O)Nc1cccc(S(=O)(=O)N2CCOCC2)c1 (centres undefined)	i	i
O=C(NCc1n[nH]c(=S)n1Cc1ccccc1)c1ccccc1	i	i
COCCCNC(=O)Cc1c(C)c2cc3c(cc2oc1=O)OC(C)(C)CC3	i	i
Cc1ccc(N2CCN(C(=O)c3cccc([N+](=O)[O-])c3)CC2)cc1Cl	i	i
CC(C)C(=O)Nc1cccc(C(=O)Nc2cc([N+](=O)[O-])ccc2F)c1	i	i
COc1ccc(C(=O)COC(=O)CNS(=O)(=O)c2ccc(C)cc2)cc1	i	i
Nc1n[nH]c2c1C1(CCCCC1)Cc1ccccc1-2	i	i
c1ccc(CN2CCC(Nc3nc(-c4cccs4)nc4ccccc34)CC2)cc1	i	i
NS(=O)(=O)c1ccc(CCNC(=O)C2CCN(S(=O)(=O)c3cnc[nH]3)CC2)cc1	i	i
Cc1ccc(C(=O)COC(=O)C(C)N2C(=O)C3C4CCC(C4)C3C2=O)cc1C (centres undefined)	i	i
CCCCCCCCC[n+]1cccc2c3ccccc3ccc21	i	-6.8*
COC(CNc1ccc([N+](=O)[O-])c(NCC(OC)OC)c1C#N)OC	i	i
COc1ccc(N(CC(=O)NC2CCCCC2)C(=O)CNC(=O)c2ccco2)c(OC)c1	i	i
CCOC(=O)N1CCC(N2Cc3cccc(C(=O)Nc4ccc(OC)c(OC)c4)c3C2=O)CC1	i	i
COC(=O)NNC(=O)Cc1cccc2ccccc12	i	i
CCS(=O)(=O)N1CCC(NC(=O)C2CCCCC2)CC1	i	i
O=C1C2C3C=CC(C3)C2C(=O)N1c1ccc2ccccc2c1 (centres undefined)	i	i
(continued)
SMILES	CHT PAM	CHT inh
COc1ccc(CNC(=O)C2CCCN(S(=O)(=O)c3ccc4c(c3)CCCN4C(C)=O)C2)cc1 (centres undefined)	i	i
COc1ccc(C(=O)NCc2nnc(SCC(=O)Nc3nnc(C)s3)o2)cc1OC	i	i
O=C(NC1CCS(=O)(=O)C1)c1cccc(S(=O)(=O)N2CCCC2)c1 (centres undefined)	i	i
Cc1nc2nc(SCC(=O)Nc3cccc(F)c3)[nH]c2cc1Br	i	i
CCc1c(C#N)c(SCCC(=O)Nc2ccc(OC)cc2)nc2c1C(=O)CC(C)(C)C2	i	i
CN(CC(=O)Nc1ccccc1Br)C(=O)C(Cc1ccccc1)NC(=O)c1ccccc1 (centres undefined)	i	i
COc1cc(/C=N/NC(=O)NC23CC4CC(CC(C4)C2)C3)ccc1OCC(N)=O	i	i

Marked active in CHT inh, of those listed so far:
mol	CHT inh
O=C(Nc1cccc(C(F)(F)F)c1)C1CCN(S(=O)(=O)c2cccnc2)CC1	-5.4*
CCCCCCCCC[n+]1cccc2c3ccccc3ccc21	-6.8*

Reprinted from the entries so far, three compounds:
SMILES	CHT PAM	CHT inh
CCc1c(C#N)c(SCCC(=O)Nc2ccc(OC)cc2)nc2c1C(=O)CC(C)(C)C2	i	i
CN(CC(=O)Nc1ccccc1Br)C(=O)C(Cc1ccccc1)NC(=O)c1ccccc1 (centres undefined)	i	i
COc1cc(/C=N/NC(=O)NC23CC4CC(CC(C4)C2)C3)ccc1OCC(N)=O	i	i

Screening results: PubChem BioAssay, Johns Hopkins Ion Channel Center
